# Source: PubChem
# PME-1 primary – blocks human protein phosphatase methylesterase 1 | Q9Y570 | recombinant PME-1, FP-Rh probe fluorescence polarization | inhibition, % at 5.9 µM | 0.53% of 320,000 active | AID 2130;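 active means inhibition above the campaign mean of all compounds plus 3 SD, cut at about 26% in these data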;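 further: competitive labeling of PME-1 active site by serine hydrolase directed probe; 0% = PME-1 with DMSO and 100% = wells lacking PME-1 enzyme; inhibitors block probe labeling so polarization falls and inhibition rises; many of its hits are not listed in these tables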
# GSTO1 counter – counter-screen for RBBP9 inhibitors: inhibitors of human GSTO1 | P78417 | recombinant GSTO1, activity-based probe fluorescence polarization | inhibition, % at 5.96 µM | 1.1% of 300,000 active;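 active means inhibition above the campaign mean inhibition plus 3 SD, cut at about 35% in these data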;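 further: 0% = GSTO1-1 with DMSO and 100% = wells lacking GSTO1-1 enzyme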
# pPAFAH inh – inhibitors of human plasma PAF acetylhydrolase (pPAFAH); 1.5% of 330,000 active; Q13093; recombinant pPAFAH, FP-rhodamine probe fluorescence polarization; inhibition, % at 3.39 µM; AID 463082;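 active means inhibition above the mean inhibition across the screen plus 3 SD, cut at about 25% in these data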;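 further: inhibitors block binding of the rhodamine activity-based probe so polarization drops; 0% = enzyme with DMSO and 100% = wells lacking pPAFAH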
# LYPLA2 inh – counter-screen for PME1 inhibitors: inhibitors of human LYPLA2. inhibition, % at 5.9 µM. recombinant LYPLA2, FP-Rh probe fluorescence polarization. 0.38% of 320,000 active;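 active means inhibition above the screen-wide mean plus 3 SD, limit set per campaign, cut at about 26% in these data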;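 further: 0% = LYPLA2 with DMSO and 100% = wells lacking LYPLA2 enzyme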
# PREPL inhibitor – inhibitors of human prolyl oligopeptidase-like enzyme PREPL; Q4J6C6; recombinant PREPL, fluorescence polarization activity-based probe; inhibition, % at 5.96 µM; 0.68% of 320,000 active; AID 2751; in the data active means inhibition above about 43%;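 further: 0% = enzyme with DMSO and 100% = wells lacking enzyme; many of its hits are not listed in these tables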
# PAFAH1B3 inh – blocks human PAF acetylhydrolase 1B catalytic subunit 3; recombinant PAFAH1B3, FP-rhodamine probe, fluorescence polarization; 0.28% of 340,000 active; Q15102; inhibition, % at 3.39 µM; AID 492972;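 active means inhibition above the screen-wide average of all tested compounds plus 3 SD, cut at about 25% in these data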;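 further: 0% = enzyme with DMSO only and 100% = wells lacking PAFAH1B3 protein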
# PAD4 FP inh – inhibitors of human PAD4. Q9UM07. inhibition, % at 6.36 µM. recombinant PAD4, RCA probe fluorescence polarization. 0.41% of 330,000 active;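 active means percent inhibition above a cutoff equal to the mean of all tested compounds plus 3 SD, cut at about 15% in these data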;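 further: 0% = PAD4 with RCA probe and DMSO and 100% = probe without PAD4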
# Target sequence (Q9UM07 whole entry, looked up): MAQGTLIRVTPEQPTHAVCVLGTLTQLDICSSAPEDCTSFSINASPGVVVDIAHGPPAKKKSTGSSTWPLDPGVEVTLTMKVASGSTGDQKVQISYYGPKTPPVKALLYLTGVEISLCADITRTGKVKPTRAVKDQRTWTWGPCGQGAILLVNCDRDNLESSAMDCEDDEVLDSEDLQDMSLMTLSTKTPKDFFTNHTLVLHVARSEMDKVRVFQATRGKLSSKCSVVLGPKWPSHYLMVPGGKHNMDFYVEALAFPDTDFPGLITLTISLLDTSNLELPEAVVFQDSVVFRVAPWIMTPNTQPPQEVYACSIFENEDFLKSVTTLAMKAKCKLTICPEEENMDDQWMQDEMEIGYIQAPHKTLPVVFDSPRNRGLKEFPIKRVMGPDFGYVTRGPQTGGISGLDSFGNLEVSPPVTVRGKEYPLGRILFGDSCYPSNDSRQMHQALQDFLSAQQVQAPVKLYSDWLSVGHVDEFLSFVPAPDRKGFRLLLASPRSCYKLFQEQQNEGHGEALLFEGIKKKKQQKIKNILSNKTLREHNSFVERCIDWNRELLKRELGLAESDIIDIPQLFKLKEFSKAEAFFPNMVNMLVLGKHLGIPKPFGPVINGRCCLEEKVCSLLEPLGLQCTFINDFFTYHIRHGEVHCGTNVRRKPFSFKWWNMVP
# PAFAH1B2 inh – blocks human PAF acetylhydrolase 1b catalytic subunit 2; P68402; AID 492953; 1.2% of 340,000 active; inhibition, % at 3.39 µM; recombinant PAFAH1B2, FP-rhodamine activity probe, fluorescence polarization;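 active means inhibition above the mean of all tested compounds plus 3 SD, cut at about 24% in these data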;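 further: 0% = enzyme with DMSO and 100% = wells lacking PAFAH1B2; many of its hits are not listed in these tables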
# Target sequence (P68402 whole entry, looked up): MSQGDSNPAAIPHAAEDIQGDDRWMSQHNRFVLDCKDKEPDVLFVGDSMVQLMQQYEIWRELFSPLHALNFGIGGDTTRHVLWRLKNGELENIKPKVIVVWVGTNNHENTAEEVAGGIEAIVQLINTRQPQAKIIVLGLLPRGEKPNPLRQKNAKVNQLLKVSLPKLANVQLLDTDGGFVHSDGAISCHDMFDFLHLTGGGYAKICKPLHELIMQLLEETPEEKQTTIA
# LYPLA1 inh – LYPLA1 (human) inhibition in PME1 counter-screen; O75608; recombinant LYPLA1, FP-Rh probe fluorescence polarization; inhibition, % at 5.9 µM; 0.16% of 320,000 active;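 active means inhibition above the mean of all tested compounds plus 3 SD, set per campaign, cut at about 14% in these data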;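 further: inhibitors block serine hydrolase probe labeling of LYPLA1 so polarization falls; 0% = enzyme with DMSO and 100% = wells lacking LYPLA1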
# The depositor's hits bear a star; . = not tested or not shown. Some of the compounds tested, so the mix of outcomes need not match the whole.
# Second line of a record: PME-1 primary	GSTO1 counter	pPAFAH inh	LYPLA2 inh	PREPL inhibitor	PAFAH1B3 inh	PAD4 FP inh	PAFAH1B2 inh	LYPLA1 inh
CSc1nnc([C@@H](N)Cc2ccccc2)o1
 : 0	-3	4	9	1	5	0	-1	3
NC(=O)CN1CCCC1=O
 : -4	2	-2	2	21	12	-2	0	0
COc1ccccc1N1CCN(Cc2ccccc2Cl)CC1
 : -1	-1	6	6	4	4	2	5	1
COc1ccc2c(c1)[C@@]13CCC=C[C@H]1[C@@H](C2)NCC3
 : 5	8	-1	2	2	6	-1	2	1
CCCCCCOc1ccc(CN2CCN(CCO)CC2)cc1
 : 1	4	11	3	12	4	-1	0	2
c1ccc(CNCCc2c[nH]c3ccccc23)cc1
 : 2	4	2	5	-48	4	-2	5	3
COCCCNC(=O)c1c(NC(=O)c2ccco2)n(Cc2ccccc2)c2nc3ccccc3nc12
 : -11	13	1	3	-3	8	-8	-2	-2
CNc1cc(N2CCNCC2)ccc1[N+](=O)[O-]
 : 2	0	-2	3	2	1	-3	7	-1
COc1cccc(C(=O)N2C[C@H]3C[C@@H](C2)c2cccc(=O)n2C3)c1
 : 1	0	3	-3	8	9	2	6	-4
CN1C(=O)COc2c(C(=O)NC3CN4CCC3CC4)cc(Cl)cc21 (centres undefined)
 : -1	4	2	3	-2	.	-3	.	-2
COc1cc(CC2(CCc3ccncc3)C(=O)NC(=O)NC2=O)cc(OC)c1OC
 : -3	8	-3	-5	0	1	-1	1	-6
COC(=O)CCCC(NC(=S)N1CC2C[C@@H](C1)Cn1c2cccc1=O)C(=O)OC (some centres undefined)
 : 0	7	6	-5	-2	6	-4	-3	-5
O=c1c2ccccc2nc(/C=C/c2ccc(O)cc2)n1-c1cccc(O)c1
 : 26	-2	-4	-9	5	-6	-1	-6	-8
C[C@H]1CCC[C@H](O)CCCCCc2cc(O)cc(O)c2C(=O)O1
 : -4	1	5	-1	-3	14	2	8	-1
Cc1cccc(-n2c(O)c(C=NCCN3CCNCC3)c(=O)[nH]c2=S)c1
 : -1	2	3	1	8	-5	-3	2	-1
CCC(=NC1CCN(Cc2ccccc2)CC1)c1c(O)[nH]c(=O)[nH]c1=O
 : 5	11	7	3	1	8	-3	3	-3
CN1CCN(c2ncnc3ccc(Br)cc23)CC1
 : -5	7	5	0	0	2	-4	-3	-4
COC(=O)C1=C(c2cc3ccccc3o2)C[C@@H]2CC[C@H]1N2C(=O)NCCCOC(C)C
 : -8	-1	5	5	3	5	-3	-3	1
CN(C)c1nc(N(C)C)nc(N(C#N)CCCl)n1
 : -4	13	5	5	0	0	2	2	1
Brc1ccc(Oc2cc(Br)c(Br)cc2Br)c(Br)c1
 : -9	.	1	-6	15	-7	-1	-4	-2
CCN(CC)CCCN=C(C)c1c(O)n(-c2ccccc2)c(=O)[nH]c1=O
 : 3	3	8	3	7	6	-3	3	1
Nc1cc(Cl)cc(Cl)c1
 : -3	.	0	1	1	3	-5	1	0
COC(=O)C1=C(c2cc3ccccc3o2)C[C@@H]2CC[C@H]1N2C(=O)NCc1ccccc1
 : 0	11	3	-1	-35	3	-1	3	-2
CCN(CC)c1ccc(N=Cc2c(O)n(CCc3ccc(OC)c(OC)c3)c(=O)[nH]c2=O)cc1
 : 4	16	19	2	9	-1	-6	1	-5
C=CCN1C[C@@H](C)N(C(c2ccc(C(=O)N(CC)CC)cc2)c2cccc(OC)c2)C[C@@H]1C (some centres undefined)
 : 4	2	2	0	-4	3	1	0	0
COc1cc(CN2CCCC(C(=O)c3sccc3C)C2)cc(OC)c1O (centres undefined)
 : 4	21	3	-5	29	4	0	2	1
O=C(Cc1ccccc1)OCC(=O)N1CCN(S(=O)(=O)c2ccc(Cl)cc2)CC1
 : 6	-10	20	10	-4	7	-5	19	2
CC(C)=CCOc1c2occc2cc2ccc(=O)oc12
 : 1	11	-4	-5	8	10	-6	-1	-4
COC(=O)C1=C(c2ccc(C(C)=O)cc2)C[C@@H]2CC[C@H]1N2C(=O)N1CCC(C)CC1
 : 0	.	-3	-1	9	-2	-3	-7	2
O=C(OC1CCN(CCCl)CC1)C(c1ccccc1)c1ccccc1
 : 4	0	-1	2	-2	4	1	-3	-2
O=C(Nc1cccc(OC(=O)N2CCCCC2)c1)N1CCCCC1
 : -3	3	-4	6	-1	-1	2	5	3
Oc1cc(O)cc(/C=C/c2ccc(O)cc2O)c1
 : 7	.	-1	-1	11	9	-1	6	-2
COCCCNC(=O)c1c(NC(=O)c2ccccc2)n(Cc2ccccc2)c2nc3ccccc3nc12
 : 4	16	-3	0	7	-1	-3	1	2
CC(=O)c1c(C)n(Cc2ccccc2)c2ccc(O)cc12
 : 1	14	5	-1	9	5	-7	2	-1
CC(Cc1ccccc1)NCC(=O)Nc1cc(N(C)C)nc2ccccc12 (centres undefined)
 : 0	-3	1	7	-13	.	3	.	0
c1ccc2sc(C3CCCNC3)nc2c1 (centres undefined)
 : 4	8	3	1	-6	4	2	4	1
O=C(Cc1ccccc1)N1CCN(C/C=C/c2ccccc2)CC1
 : 7	2	-5	-6	12	4	-1	-2	-1
c1ccc(-c2[nH]c(-c3ccccc3)[n+](CC3CO3)c2-c2ccccc2)cc1 (centres undefined)
 : 2	84*	3	6	2	9	0	2	-1
Cc1ccc(S(=O)(=O)CC(C)(O)C(=O)Nc2cccc(C(F)(F)F)c2)cc1 (centres undefined)
 : 3	4	2	-2	3	2	-7	5	-5
CN1CCc2nc(SCC(=O)OC(C)(C)C)c(C#N)cc2C1
 : 2	-4	2	1	1	2	-2	3	-1
CC1=C(C/C(C)=C/c2ccccc2)/C(=C/CO)[C@H](O)[C@](C)(O)C12CC2
 : 2	4	11	-6	6	1	-2	2	-2
Cc1ccc2c(c1)C1CN(C)CCC1N2C(=O)Nc1cccc(Cl)c1 (centres undefined)
 : -5	-5	-2	-10	29	11	1	2	-7
COC(=O)C1=C(c2ccccc2OCc2ccccc2)C[C@@H]2CC[C@H]1N2C(=O)NCc1ccccc1
 : 5	.	8	4	14	-4	1	7	0
COc1cc(N2CCOCC2)ccc1C=C1C(=O)NC(=O)NC1=O
 : -1	2	10	-3	1	1	-3	2	-2
CCCCCn1c(=O)c(C(=O)Nc2ccccc2C)c(O)c2ccccc21
 : 0	-1	5	-2	29	7	-1	-1	0
CN1CCc2nc(SCc3ccccc3Br)c(C#N)cc2C1
 : -4	-4	10	-1	5	4	0	1	-4
C[C@]12CC[C@@H](O)C[C@@H]1CC[C@@H]1[C@@H]2CC[C@]2(C)C(=O)CC[C@@H]12
 : -35	5	-8	-2	-13	-1	2	-3	-1
Cc1ccc2c(c1)CC1(CN2C)C(=O)NC(=O)N(CCc2ccccc2)C1=O (centres undefined)
 : -5	6	7	0	-5	-3	-4	10	1
Oc1ccc(CC2CC3CCN2CC3)cc1O (centres undefined)
 : 3	7	3	-3	1	-5	-5	1	1
S=C1CN=C(c2ccccc2Cl)c2cc(Cl)ccc2N1
 : 2	4	-3	4	7	-5	-1	3	4
c1ccc2c3c([nH]c2c1)C1(CCNCC1)NCC3
 : -4	2	6	10	6	-1	-1	-6	2
COc1ccc(CN2C(=O)CC(=O)NC2=S)cc1
 : -19	13	6	-19	-8	-1	-7	-1	-12
Cc1ccc(S(=O)(=O)N(c2cc(Cl)c(O)c(Cl)c2)P(=O)(OC(C)C)OC(C)C)cc1
 : -2	10	6	3	4	3	-6	3	1
Cc1ccsc1/C=C1\C(=O)NC(=S)N(C)C1=O
 : -9	9	3	-2	-1	0	-6	3	-2
O=P(Oc1ccccc1)(Oc1ccccc1)C(O)c1ccc(Cl)cc1 (centres undefined)
 : 47*	8	8	4	3	3	0	2	1
CCOc1ccc(Br)c(C2(O)CC(C)N(C)CC2C)c1 (centres undefined)
 : -3	0	0	1	-4	4	0	3	-4
Cc1cccc(-n2c(C)nc3ccc(Cl)cc3c2=O)c1
 : 0	-1	2	-2	1	3	-3	4	1
C[C@]12CCC3C(CC[C@H]4C[C@H](O)CC[C@]34C)C1C[C@H](O)[C@@H]2O (some centres undefined)
 : .	.	-1	.	10	4	-4	0	.
COC(=O)C1=C(c2cccc(OCc3ccccc3)c2)C[C@@H]2CC[C@H]1N2C(=O)NCc1ccccc1OC
 : -3	.	3	-2	33	-5	-3	6	-3
Cc1ccc(OCC(=O)Nc2ccc(Cl)cc2C(=O)c2ccccc2)cc1
 : -10	-3	0	8	12	6	-1	5	3
CN1C(=O)CC(c2ccccc2)Nc2ccccc21 (centres undefined)
 : 0	8	-4	1	-9	7	-1	4	-2
CCCCCCn1c(O)c(C=NCCCn2ccnc2)c(=O)[nH]c1=O
 : -1	8	2	-6	-2	-1	2	2	0

# A different layout for part of the listing above.
SMILES | PME-1 primary | GSTO1 counter | pPAFAH inh | LYPLA2 inh | PREPL inhibitor | PAFAH1B3 inh | PAD4 FP inh | PAFAH1B2 inh | LYPLA1 inh
CC1=C(C/C(C)=C/c2ccccc2)/C(=C/CO)[C@H](O)[C@](C)(O)C12CC2 | 2 | 4 | 11 | -6 | 6 | 1 | -2 | 2 | -2
Cc1ccc2c(c1)C1CN(C)CCC1N2C(=O)Nc1cccc(Cl)c1 (centres undefined) | -5 | -5 | -2 | -10 | 29 | 11 | 1 | 2 | -7
COC(=O)C1=C(c2ccccc2OCc2ccccc2)C[C@@H]2CC[C@H]1N2C(=O)NCc1ccccc1 | 5 | . | 8 | 4 | 14 | -4 | 1 | 7 | 0
COc1cc(N2CCOCC2)ccc1C=C1C(=O)NC(=O)NC1=O | -1 | 2 | 10 | -3 | 1 | 1 | -3 | 2 | -2
CCCCCn1c(=O)c(C(=O)Nc2ccccc2C)c(O)c2ccccc21 | 0 | -1 | 5 | -2 | 29 | 7 | -1 | -1 | 0
CN1CCc2nc(SCc3ccccc3Br)c(C#N)cc2C1 | -4 | -4 | 10 | -1 | 5 | 4 | 0 | 1 | -4
C[C@]12CC[C@@H](O)C[C@@H]1CC[C@@H]1[C@@H]2CC[C@]2(C)C(=O)CC[C@@H]12 | -35 | 5 | -8 | -2 | -13 | -1 | 2 | -3 | -1
Cc1ccc2c(c1)CC1(CN2C)C(=O)NC(=O)N(CCc2ccccc2)C1=O (centres undefined) | -5 | 6 | 7 | 0 | -5 | -3 | -4 | 10 | 1
Oc1ccc(CC2CC3CCN2CC3)cc1O (centres undefined) | 3 | 7 | 3 | -3 | 1 | -5 | -5 | 1 | 1
S=C1CN=C(c2ccccc2Cl)c2cc(Cl)ccc2N1 | 2 | 4 | -3 | 4 | 7 | -5 | -1 | 3 | 4
c1ccc2c3c([nH]c2c1)C1(CCNCC1)NCC3 | -4 | 2 | 6 | 10 | 6 | -1 | -1 | -6 | 2
COc1ccc(CN2C(=O)CC(=O)NC2=S)cc1 | -19 | 13 | 6 | -19 | -8 | -1 | -7 | -1 | -12
Cc1ccc(S(=O)(=O)N(c2cc(Cl)c(O)c(Cl)c2)P(=O)(OC(C)C)OC(C)C)cc1 | -2 | 10 | 6 | 3 | 4 | 3 | -6 | 3 | 1
Cc1ccsc1/C=C1\C(=O)NC(=S)N(C)C1=O | -9 | 9 | 3 | -2 | -1 | 0 | -6 | 3 | -2
